Rpn11 block: inhibitors of human proteasome Rpn11 | O00487 | human 26S proteasome, Ub4-pepOG fluorescence polarization; 20S core pre-blocked with epoxomicin | calls only at 20 µM | 0.59% of 360,000 active | AID 588493;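 active means inhibition at 20 µM, scaled to each plate's controls, above about 33%, limit read from the data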
Target sequence (O00487 whole entry, looked up): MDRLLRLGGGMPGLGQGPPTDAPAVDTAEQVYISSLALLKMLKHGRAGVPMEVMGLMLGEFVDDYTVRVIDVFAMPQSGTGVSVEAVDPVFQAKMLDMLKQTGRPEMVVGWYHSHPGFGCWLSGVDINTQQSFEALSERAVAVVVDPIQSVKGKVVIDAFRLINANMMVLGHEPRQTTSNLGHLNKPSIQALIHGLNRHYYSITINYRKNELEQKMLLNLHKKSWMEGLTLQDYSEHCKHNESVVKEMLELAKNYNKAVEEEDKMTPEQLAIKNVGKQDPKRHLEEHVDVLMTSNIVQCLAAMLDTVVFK
CSN inh: CSN deneddylation inhibition; Q92905; Purified CSN, SCF-Nedd8-OG deneddylation, fluorescence polarization; inhibition, % at 12.5 µM; 0.38% of 360,000 active; AID 651999;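 active means pattern-corrected inhibition above about 35%, with an unprinted fluorescence ratio check between 0.5 and 1.5, limit read from the data, passing the limit was not always enough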;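 further: 0% = enzyme with substrate and 100% = substrate without enzyme; some results filed as inactive read as strong as hits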
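Assay system: Purified human Csn5 enzyme expressed in HEK293T cells | Amount: Enzyme 0.24 nM | Measured by: Fluorescence polarization readout | Medium: Tris/NaCl/DTT buffer, pH 7.5 | Compound dosing: One concentration, 12.5 µM, 0.25% DMSO | Times: 90 min incubation of compound, enzyme and substrate at room temperature | Control set: no-enzyme wells high, enzyme-with-substrate wells low | Read-out: % inhibition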
FAS TE block: blocks the thioesterase domain of human fatty acid synthase | P49327 | recombinant FAS-TE, OMFH fluorogenic substrate, fluorescence endpoint | inhibition, % at 15 µM | 0.67% of 360,000 active;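 active means compounds whose normalised, plate-corrected inhibition of enzyme fluorescence in the single-dose primary screen is 50% or more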;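 further: 0% = DMSO with enzyme and 100% = substrate without enzyme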
bovine MsrA act: bovine methionine sulfoxide reductase A activation | activation, % at 10.6 µM | purified bovine MsrA, absorbance read-out | 0.3% of 360,000 active; in the data active means activation above about 7.5%;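 further: 0% = vehicle and 100% = reference activator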
MT1-MMP act inh: blocks activation of human MT1-MMP. GFP/RFP ratio change, % at 20 µM. P50281. 0.061% of 360,000 active. AID 651647. HT1080 RFP-PRO-GFP cells, GFP/RFP ratio fluorescence, overnight; percent of plate control window, DMSO zero;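 active means GFP/RFP ratio change of at least 30% with cell ATP level not reduced by more than half and red fluorescence within 50% of control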; further: strong numbers were not always called active
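Material: RFP-PRO-GFP reporter HT1080 cells. Dosing: single-point 20 µM compound, 1% DMSO. Controls: DMSO and RFP-L50D-GFP cell wells. Timing: cells overnight before dosing, compound overnight, 37 °C, 5% CO2. Measure: GFP/RFP fluorescence ratio.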
eLon inh: inhibitors of E. coli Lon protease; P0A9M0; purified E. coli Lon protease, fluorescence polarization; inhibition, % at 7.94 µM; 0.42% of 360,000 active; in the data active means inhibition above about 13%, passing the limit was not always enough;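 further: 0% = enzyme with probe and DMSO and 100% = no enzyme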
Target sequence (P0A9M0 whole entry, looked up): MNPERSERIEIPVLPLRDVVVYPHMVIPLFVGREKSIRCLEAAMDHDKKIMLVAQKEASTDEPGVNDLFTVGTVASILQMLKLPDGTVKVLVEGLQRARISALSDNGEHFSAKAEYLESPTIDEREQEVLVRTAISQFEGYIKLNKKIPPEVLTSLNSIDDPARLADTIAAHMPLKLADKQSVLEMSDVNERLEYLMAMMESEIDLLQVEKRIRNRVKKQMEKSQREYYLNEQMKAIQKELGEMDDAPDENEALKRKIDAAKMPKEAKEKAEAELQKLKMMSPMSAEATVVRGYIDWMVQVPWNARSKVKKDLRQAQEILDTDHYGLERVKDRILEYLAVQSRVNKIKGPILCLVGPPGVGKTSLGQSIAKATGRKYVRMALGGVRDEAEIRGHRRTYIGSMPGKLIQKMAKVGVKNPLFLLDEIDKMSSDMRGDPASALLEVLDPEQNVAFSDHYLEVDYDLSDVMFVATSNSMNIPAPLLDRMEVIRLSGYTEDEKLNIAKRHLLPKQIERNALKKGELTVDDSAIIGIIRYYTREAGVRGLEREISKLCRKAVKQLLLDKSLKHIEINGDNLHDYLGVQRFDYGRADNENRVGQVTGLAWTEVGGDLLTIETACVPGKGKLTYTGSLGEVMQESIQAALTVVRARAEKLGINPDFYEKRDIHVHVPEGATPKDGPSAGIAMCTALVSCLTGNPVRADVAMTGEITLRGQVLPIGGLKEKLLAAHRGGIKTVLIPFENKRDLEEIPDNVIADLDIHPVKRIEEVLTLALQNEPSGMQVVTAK
MsrA inh: inhibits bovine methionine sulfoxide reductase A; purified bovine MsrA, absorbance read-out; AID 651718; 0.75% of 360,000 active; inhibition, % at 15.5 µM; in the data active means inhibition above about 4.5%;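 further: 0% = vehicle wells with enzyme and 100% = reference inhibitor wells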
PABP1 MLLE inh: blocks PAM2 peptide binding to the PABP1 MLLE domain; P11940; 0.36% of 360,000 active; GST-MLLE / FITC-PAM2 fluorescence polarization; inhibition, % at 20 µM; in the data active means inhibition above about 35%, passing the limit was not always enough;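 further: plate controls were DMSO wells with GST-MLLE for no effect and wells lacking GST-MLLE protein for full effect; some results filed as inactive read as strong as hits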
Rin1-Abl PPI inh: human Rin1-Abl interaction inhibition; P00519+Q13671; TR-FRET Rin1/Abl binding, biochemical; inhibition, % at 7.35 µM; 0.4% of 360,000 active; AID 588664; in the data active means inhibition above about 5%, passing the limit was not always enough
The depositor's hits bear a star; i = inactive; . = not tested or not shown.

SMILES | Rpn11 block | CSN inh | FAS TE block | bovine MsrA act | MT1-MMP act inh | eLon inh | MsrA inh | PABP1 MLLE inh | Rin1-Abl PPI inh
Cc1ccc2nc(NC(=O)CNS(=O)(=O)c3ccc(Br)s3)sc2c1 | i | -1 | 15 | 0 | 3 | 4 | -1.1 | 4 | -1
Cc1ccc(C2C(C(=O)c3ccco3)=C(O)C(=O)N2c2nnc(C)s2)cc1 (stereo not given) | i | -1 | -11 | -1 | -8 | 8 | 1.2 | 53 | -2
Cc1ccc(NC(=S)N(CCN(C)C)C(C)c2ccco2)cc1C (stereo not given) | i | -10 | -4 | 0 | 2 | -9 | 0.2 | 1 | -2
CCOC(=O)C1CN(C(C)(C)C)C(=O)C1=O (stereo not given) | i | -17 | -10 | -14 | -3 | -1 | 0.6 | 3 | -2
CC(=O)N1CCN(C(=O)c2ccc(-c3cccc(C(F)(F)F)c3)o2)CC1 | i | -2 | -5 | -4 | 1 | 8 | -0.4 | 28 | -3
CN(c1ccccc1C(=O)NCc1ccco1)S(C)(=O)=O | i | 4 | -6 | 1 | 2 | 3 | -0.9 | 11 | 1
CCc1ccccc1OCCCCCNCCO | i | -4 | -6 | 0 | 7 | 1 | -0.6 | -10 | 4
CCN(c1ccc(F)cc1)S(=O)(=O)c1cccc2nsnc12 | i | -2 | -7 | -4 | -5 | 1 | 0.6 | 12 | 1
CCOc1ccc(-n2c(C)c(C(C)=O)c3cc(OCC(N)=O)ccc32)cc1 | i | -1 | -1 | -2 | 0 | -6 | -0.4 | -2 | 2
CC1CCC(NC(=O)COc2ccc(C(=O)c3ccccc3)cc2)CC1 (stereo not given) | i | -1 | 22 | -5 | 0 | -5 | -0.2 | -4 | 1
COc1ccc(CN(C)C(=O)COC(=O)c2ccc3c(c2)OCO3)cc1OC | i | 1 | -10 | -2 | 1 | -5 | -0.8 | 6 | -1
COc1cc(SC)ccc1C(=O)Nc1ccc(Br)cn1 | i | -9 | 10 | -3 | -1 | -4 | 0.7 | 1 | 2
CCN(CC)C(=O)CSc1nnc(-c2ccccc2)n1N | i | 3 | -7 | -1 | -2 | -11 | 2.1 | 3 | -4
Cc1cc(C)c(S(=O)(=O)NN=C2c3ccccc3[C@H]3Cc4csc[n+]4[C@@H]23)c(C)c1 | . | 5 | 0 | 4 | 4 | -2 | -0.7 | . | .
Cc1ccc(C(=O)OC(C)C(=O)NC(C)CCc2ccccc2)o1 (stereo not given) | i | 1 | 0 | -3 | -2 | -15 | -1.0 | -10 | -4
CCN1CCCC1CNC(=O)C1c2ccccc2C(=O)N(CCOC)C1c1ccc(F)cc1 (stereo not given) | i | 0 | -6 | -1 | 1 | -2 | -0.3 | -24 | -6
Cn1c(CC(=O)Nc2ccccc2F)nnc1SCC(=O)N1CCOCC1 | i | -2 | -7 | -4 | -4 | -5 | 0.7 | -80 | 0
O=C(N/N=C/c1cc(Br)ccc1OC(=O)c1ccc(Br)cc1)c1ccncc1 | i | 4 | 19 | -4 | -4 | 7 | 0.9 | -2 | 1
O=C(CSc1nnc(C2CC2)n1-c1ccccc1)NC1CCS(=O)(=O)C1 (stereo not given) | i | -1 | -1 | -11 | 5 | 8 | -1.0 | 16 | 4
CC(NC(=O)c1ccc2c(c1)OCO2)c1ccccc1 (stereo not given) | i | -4 | -1 | -2 | 2 | -14 | -0.2 | 8 | -1
O=C(CCNc1cc(Cl)cc(Cl)c1)c1cccs1 | i | 3 | 43 | -6 | 0 | -3 | 0.5 | -2 | 2
O=C(Cn1ccc(NC(=O)OCc2ccccc2)nc1=O)NCCCN1CCCC1=O | i | 4 | -3 | -11 | 7 | 0 | 1.6 | 0 | 12*
COc1ccc(CNc2ccccc2)cc1Br | i | 6 | 14 | 1 | 4 | 3 | 0.4 | 3 | 1
CN(CC1CCCN(CCc2ccc(F)cc2)C1)C(=O)CCC(N)=O (stereo not given) | i | 0 | -7 | -1 | 0 | -12 | -0.5 | 4 | 0

Among those listed so far, these contain fluorine.
SMILES | Rpn11 block | CSN inh | FAS TE block | bovine MsrA act | MT1-MMP act inh | eLon inh | MsrA inh | PABP1 MLLE inh | Rin1-Abl PPI inh
CC(=O)N1CCN(C(=O)c2ccc(-c3cccc(C(F)(F)F)c3)o2)CC1 | i | -2 | -5 | -4 | 1 | 8 | -0.4 | 28 | -3
CCN(c1ccc(F)cc1)S(=O)(=O)c1cccc2nsnc12 | i | -2 | -7 | -4 | -5 | 1 | 0.6 | 12 | 1
CCN1CCCC1CNC(=O)C1c2ccccc2C(=O)N(CCOC)C1c1ccc(F)cc1 (stereo not given) | i | 0 | -6 | -1 | 1 | -2 | -0.3 | -24 | -6
Cn1c(CC(=O)Nc2ccccc2F)nnc1SCC(=O)N1CCOCC1 | i | -2 | -7 | -4 | -4 | -5 | 0.7 | -80 | 0
CN(CC1CCCN(CCc2ccc(F)cc2)C1)C(=O)CCC(N)=O (stereo not given) | i | 0 | -7 | -1 | 0 | -12 | -0.5 | 4 | 0

Following part:
SMILES | Rpn11 block | CSN inh | FAS TE block | bovine MsrA act | MT1-MMP act inh | eLon inh | MsrA inh | PABP1 MLLE inh | Rin1-Abl PPI inh
O=C(c1ccccc1F)N(Cc1ccc2c(c1)OCO2)Cc1cc2cc3c(cc2n2nnnc12)OCO3 | i | -3 | 29 | -1 | 0 | -2 | -0.3 | -1 | 4
C#CCOCCOCCOCCNc1nc(N2CCN(C(=O)[C@H]([C@@H](C)CC)n3cc([C@@H](N)CO)nn3)CC2)nc(N2CCN(C(=O)[C@H](Cc3ccc(O)cc3)n3cc([C@@H](N)C(C)CC)nn3)CC2)n1 (stereo not given in full) | i | 8 | -15 | 1 | 4 | 4 | . | 6 | 3
N=C1C(=O)OCC1c1ccccc1NC(=O)c1ccc(F)cc1 (stereo not given) | i | -1 | -8 | -3 | 7 | -8 | 0.3 | 3 | -2
Cc1cc(OCC(C)C)ccc1/C(O)=C1/C(=O)C(=O)N(Cc2cccnc2)C1c1ccncc1 (stereo not given) | i | -4 | -6 | 1 | 9 | 6 | 4.5 | 17 | -19
N/C(Cc1ccc(Cl)cc1)=N\OC(=O)CCc1ccccc1 | i | 3 | 2 | -2 | 0 | -11 | 0.8 | 9 | 1
Cc1ccc(NC(=S)N(CCN(C)C)Cc2cc3cc(C)cc(C)c3[nH]c2=O)cc1 | i | -16 | -4 | -4 | 3 | 1 | -0.4 | -23 | -3
COc1cc(C)ccc1OCCCCNCc1ccccc1 | i | 1 | -2 | -7 | 0 | -3 | -0.8 | -14 | -4
Cc1nn2c(N3CCN(c4ccccn4)CC3)cc(C(C)C)nc2c1-c1ccccc1 | i | -3 | 28 | -6 | 2 | 0 | 0.1 | -7 | 4
O=C(Nc1ccc(F)cc1F)NC1CCN(S(=O)(=O)c2ccc(F)cc2)CC1 | i | -1 | -1 | -9 | 1 | 3 | -0.8 | -1 | 4
CC1Oc2ccccc2N(CC(=O)c2cccc(Cl)c2)C1=O (stereo not given) | i | -6 | 12 | -1 | -3 | -1 | -1.1 | -8 | 0
Cc1ccc(NC(=O)c2ccc(Cn3cc([N+](=O)[O-])cn3)cc2)c(C)c1 | i | -1 | 4 | -7 | 3 | -4 | -0.1 | -4 | 1
O=c1sc2ccccc2c(N2CCOCC2)c1[N+](=O)[O-] | i | -1 | -1 | -4 | 1 | 3 | -1.1 | 18 | -2
COc1ccc(NC(=O)CCN2CCN(C/C=C/c3ccccc3)CC2)cc1 | i | -2 | -5 | -3 | 5 | 0 | 0.2 | -3 | -2
O=c1c2ccccc2c(-c2ccccc2)nn1-c1ccccc1 | i | 0 | 13 | -2 | 0 | -9 | 0.4 | 9 | 2
CCn1ccnc1CN(C)Cc1nc(-c2cccc(Cl)c2)no1 | i | -2 | -5 | -3 | 0 | -1 | -0.1 | 5 | 3
CCOc1ccc(CCN2C(=O)C(=O)N([C@@H](Cc3ccccc3)CN3CCC[C@H]3CN3C(=O)C(=O)NC[C@@H]3Cc3ccccc3)C[C@@H]2Cc2ccccc2)cc1 | . | 2 | 22 | -2 | -4 | 4 | 0.7 | . | .
CCN(CC(=O)NCc1ccc(Cl)cc1)C(=O)CSCC(=O)Nc1ccc(OC)cc1 | i | -3 | -2 | -3 | 1 | -8 | 0.5 | -4 | -1
O=C(CSc1nc2c(cnn2-c2ccc(F)cc2)c(=O)[nH]1)N1CCCCCC1 | i | 3 | 0 | -1 | 6 | -2 | -0.2 | -11 | 4
S=c1[nH]nc(-c2ccc(Cl)cc2Cl)n1Cc1ccccc1 | i | -3 | -3 | -3 | 3 | -2 | 0.6 | -14 | -1
Cc1ccccc1-c1nc(CS(=O)CC(=O)NCc2ccccn2)c(C)o1 (stereo not given) | i | 5 | -3 | -1 | 0 | -9 | -1.3 | 20 | 2
C/C(N)=C(/C#N)C(=O)COC(=O)c1cc2c(s1)CCC(C)C2 (stereo not given) | i | -1 | 22 | -9 | 4 | 6 | -1.0 | 4 | 1
O=C1NC(=O)c2c(Br)c(Br)c(Br)c(Br)c21 | i | 1 | -9 | -9 | 1 | -3 | -0.3 | 4 | 0
Cc1ccc(C)c(N2CCN(C(=O)c3ccc(CS(=O)Cc4ccc(Cl)cc4)o3)CC2)c1 (stereo not given) | i | 3 | 15 | -9 | . | 8 | 1.8 | 0 | 3
CC(C)C(=O)N[C@H]1CCC2C3CC=C4C[C@@H](O)CC[C@]4(C)C3CC[C@@]21C (stereo not given in full) | i | 1 | -7 | -6 | 2 | -17 | 0.6 | 14 | 5
CC(C)Oc1ccc(C(=O)Nc2nnc(SCC(=O)N3CCOCC3)s2)cc1 | i | -12 | -3 | -3 | 1 | 5 | 1.5 | -1 | -1
CN1CCC(N(C)S(=O)(=O)c2ccc(Cl)cc2)CC1 | i | 4 | -4 | -2 | -6 | -2 | 0.2 | 13 | 1
COc1cc2ccccc2cc1C(=O)Nc1ccccc1N1CCCC1 | i | 3 | 24 | -1 | 0 | -7 | 0.1 | -5 | 0
COc1ccc(/C=N/NC(=O)CNC(=O)c2ccc(S(=O)(=O)N3CCOCC3)cc2)cc1OC | i | -1 | -9 | -4 | 0 | -1 | 0.0 | -1 | -4
CC(=O)N1CCN(S(=O)(=O)c2cccc(C(=O)NNC(=O)COc3ccc(F)cc3)c2)CC1 | i | -7 | -5 | -5 | 4 | -7 | 0.0 | 10 | 2
O=C(CC1NCCc2ccccc21)Nc1ccc(Oc2ccccc2)cc1 (stereo not given) | i | 3 | -8 | -2 | -4 | -6 | -0.4 | 16 | -2
CC(=O)O[C@H]1C[C@@]2(C)[C@@H](C[C@@H](O)[C@H]3[C@@]4(C)CC[C@@H](O)[C@@H](C)C4CC[C@@]32C)/C1=C(\CCC=C(C)C)C(=O)O (stereo not given in full) | i | -4 | -1 | -3 | 4 | 0 | 1.7 | -1 | -4
CCOc1ccc(S(=O)(=O)Oc2ccc3ccccc3c2)cc1 | i | -2 | 23 | 0 | -1 | -10 | 0.8 | 8 | 1
CCN(CC)CCCNC(=O)CCC(=O)NNc1nc2ccccc2c2nc(C)nn12 | i | -1 | -7 | -6 | 1 | 3 | -1.7 | -15 | -1
O=C(CSc1nnc(NCc2ccccc2)s1)c1ccco1 | i | -4 | -5 | -6 | 1 | -7 | 0.5 | -17 | 0
Cc1cccc(OCC(=O)NNC(=O)CCCCC(=O)NNC(=O)COc2cccc(C)c2)c1 | i | 2 | -9 | -4 | -2 | -11 | 0.7 | -6 | -4

Compound activity from PubChem.
